# hIAP act: human IAP activation | purified human IAP, CDP-Star luminescence, 30 min; hits give high values; 1 = vehicle-only enzyme, 0 = enzyme-free background | 330,000 compounds, 0.16% hits | P09923 | activation factor at 10 µM | AID 2524;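 active means activation factor of the enzyme at least 2-fold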; further: the source names both 10 and 20 µM as test concentration; values of inactives mirror those of a sister screen read the other way
# Target sequence (P09923 whole entry, looked up): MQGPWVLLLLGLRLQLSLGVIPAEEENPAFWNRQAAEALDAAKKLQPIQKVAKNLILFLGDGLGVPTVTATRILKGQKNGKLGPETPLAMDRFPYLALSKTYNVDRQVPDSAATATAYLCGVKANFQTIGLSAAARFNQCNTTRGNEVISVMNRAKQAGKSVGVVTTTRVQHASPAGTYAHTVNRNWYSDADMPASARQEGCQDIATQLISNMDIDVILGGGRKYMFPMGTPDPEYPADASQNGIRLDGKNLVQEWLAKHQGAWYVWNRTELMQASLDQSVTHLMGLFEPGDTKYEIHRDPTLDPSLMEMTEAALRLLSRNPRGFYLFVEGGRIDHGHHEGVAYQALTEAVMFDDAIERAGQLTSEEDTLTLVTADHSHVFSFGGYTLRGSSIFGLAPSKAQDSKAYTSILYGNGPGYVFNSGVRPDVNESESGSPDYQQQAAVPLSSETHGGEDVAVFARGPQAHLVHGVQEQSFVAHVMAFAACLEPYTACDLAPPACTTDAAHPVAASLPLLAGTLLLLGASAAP
# ATG4B inhibitor: blocks human ATG4B protease cleavage of LC3 substrate; Q9Y4P1; ATG4B cleavage of LC3-PLA2, NBD-HPC fluorescence, 1 h; inhibition, % at 8.33 µM; 340,000 compounds, 0.51% hits; in the data active means inhibition above about 40%
# Target sequence (Q9Y4P1 whole entry, looked up): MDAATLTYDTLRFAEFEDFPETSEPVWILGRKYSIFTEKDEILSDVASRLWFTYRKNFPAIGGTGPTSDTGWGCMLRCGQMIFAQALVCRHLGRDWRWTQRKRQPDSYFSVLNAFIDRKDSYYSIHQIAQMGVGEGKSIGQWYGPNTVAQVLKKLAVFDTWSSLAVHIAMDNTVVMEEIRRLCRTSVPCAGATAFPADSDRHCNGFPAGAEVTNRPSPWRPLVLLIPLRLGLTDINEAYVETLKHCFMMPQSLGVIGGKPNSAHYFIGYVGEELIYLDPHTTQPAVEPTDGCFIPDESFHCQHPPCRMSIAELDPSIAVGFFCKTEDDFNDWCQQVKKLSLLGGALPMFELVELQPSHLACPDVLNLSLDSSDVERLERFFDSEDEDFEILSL
# Apaf1 inhib: human Apaf-1 inhibition; O14727; reconstituted apoptosome caspase-3 activity, DEVD-Rh110 fluorescence; inhibition, % at 20 µM; 330,000 compounds, 0.71% hits; AID 489030; active means inhibition of at least 40% at 20 µM;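 further: plate controls were DMSO wells for no effect and DEVD-CHO caspase inhibitor wells for full effect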
#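 Assay system – apoptosome proteins · Medium – Hepes buffer, pH 7.5 · Also added – cytochrome c with DEVD-Rh110 · Timing – 30 min compound preincubation, 50 min activation, room temperature · Detection – Rh110 fluorescence, excitation 480 nm, emission 540 nm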
# hIAP block: blocks human intestinal alkaline phosphatase. inhibition, % at 10 µM. purified IAP, CDP-Star luminescence, 30 min. 330,000 compounds, 0.12% hits. AID 2544;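 active means inhibition reaching a set limit with compound at 10 µM in the primary screen, cut at about 35% in these data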;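 further: plate controls were DMSO wells with enzyme for no effect and no-enzyme buffer wells for full effect; values of inactives mirror those of a sister screen read the other way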
# mIAP act: mouse IAP activation; 330,000 compounds, 0.24% hits; muIAP, CDP-Star luminescence, 30 min; hits give high values; 1 = vehicle-only enzyme signal, 0 = enzyme-free wells; AID 2805; activation factor at 10 µM;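 active means activation factor of at least 2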; further: the source names both 10 and 20 µM as test concentration; values of inactives mirror those of a sister screen read the other way
#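 System: Mouse IAP enzyme | Also added: CDP-Star substrate | Dosing: Compounds dispensed in DMSO | Schedule: 30 min enzyme-substrate-compound incubation at room temperature | Technique: Chemiluminescence readout | Control set: DMSO-only wells and no-enzyme negative control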
# mIAP block: mouse IAP inhibition; purified mouse IAP, CDP-Star luminescence, 30 min; inhibition, % at 10 µM; 330,000 compounds, 0.2% hits;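 active means inhibition of at least 40% at 10 µM in the primary screen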;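 further: plate controls were DMSO with enzyme for no effect and no enzyme wells for full effect; values of inactives mirror those of a sister screen read the other way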
# TIM10 inh: TIM10 yeast growth inhibition. 330,000 compounds, 1.4% hits. S. cerevisiae TIM10 strain growth, BacTiter-Glo luminescence, 24 h. inhibition, % at 10 µM;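 active means inhibition of 40% or more at the single tested concentration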;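 further: wild-type TIM10 isogenic control strain grown at permissive 25 °C; 0% = DMSO yeast wells and 100% = minimal medium wells without yeast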
# NLRP3 yeast inh: NALP3 inhibition in yeast. Yeast reconstituted NLRP3/ASC/caspase-1, beta-gal luminescence, 24 h. inhibition, % at 10 µM. 330,000 compounds, 0.39% hits;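 active means inhibition of 50% or more; inactive means inhibition below 50%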;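 further: plate controls were induced DMSO wells for no effect and uninduced yeast grown without galactose for full effect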
# tim10-1 inh: growth inhibitors of tim10-1 mutant yeast; S. cerevisiae tim10-1 ts strain growth, BacTiter-Glo, 24 h; inhibition, % at 20 µM; 330,000 compounds, 2.2% hits; AID 463190;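 active means inhibition of at least 40%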;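 further: mutant grown at 25 °C; 0% = DMSO wells with yeast and 100% = wells holding no yeast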
# * marks the source's active call; other numbers are inactive results; . = no result given. Compounds were not picked by outcome, and some 4.5% of all compounds hit somewhere here.
# Order of values: hIAP act | ATG4B inhibitor | Apaf1 inhib | hIAP block | mIAP act | mIAP block | TIM10 inh | NLRP3 yeast inh | tim10-1 inh
> COc1ccc(NC(=O)CSc2nc(N)cc(N)n2)cc1S(=O)(=O)N1CCCCC1
    0.93 | -23 | 0 | 7 | 1.1 | -9 | 10 | 19 | -7
> O=C(CSc1ccc(F)cc1)Nc1nnc(-c2ccco2)o1
    1.1 | 0 | 4 | -14 | 1 | -3 | -6 | 2 | 10
> O=C(Cc1cccs1)Nc1ccccn1
    1 | 2 | 9 | -1 | 1 | -3 | 5 | 10 | 18
> O=C(Nc1cc(-c2nn(CC(=O)N3CCCCC3)c(=O)c3ccccc23)ccc1N1CCOCC1)c1ccc(Cl)cc1
    1.2 | -6 | 5 | -16 | 0.99 | 1 | 2 | -8 | 6
> COCCn1c(SC)nnc1-c1c[nH]c2ccccc12
    0.89 | -8 | 2 | 11 | 0.99 | 1 | 0 | 4 | -14
> COc1cc2c(cc1NS(=O)(=O)N1CCCCC1)oc1ccccc12
    0.97 | -7 | -3 | 3 | 0.96 | 4 | 44* | -13 | 41*
> CCOC(=O)CC(=O)c1[nH]c(C)c(C(=O)OCC)c1C
    0.99 | -24 | -11 | 1 | 1 | -3 | 4 | 15 | 17
> Cc1cc(C)n2nc(N)c(N=Nc3ccc4c(c3)OCO4)c2n1
    0.84 | -3 | -4 | 16 | 0.84 | 16 | 4 | 16 | 0
> COc1ccc(N2CC(C(=O)NCc3ccco3)CC2=O)cc1 (centres undefined)
    0.91 | 27 | -21 | 9 | 0.95 | 5 | -12 | -6 | 10
> CSc1oc(-c2ccco2)nc1S(=O)(=O)c1ccc(Br)cc1
    0.91 | -6 | 10 | 9 | 0.88 | 12 | -8 | 27 | 18

# Remaining list, next part
# Order of values: hIAP act | ATG4B inhibitor | Apaf1 inhib | hIAP block | mIAP act | mIAP block | TIM10 inh | NLRP3 yeast inh | tim10-1 inh
> CCN(CC)S(=O)(=O)c1cc(NC(=O)CCNC(=O)c2ccco2)ccc1C
    1.1 | -12 | 8 | -13 | 1 | -4 | 14 | -7 | -20
> Cn1nc(C(=O)Nc2nc3ccccc3[nH]2)c2ccccc2c1=O
    1 | -9 | -12 | -3 | 0.88 | 12 | 7 | 12 | 24
> COC(=O)CN1C2(C#N)CCCCC2CC2CCCCC21C#N (centres undefined)
    1.2 | -5 | -4 | -16 | 0.99 | 1 | 1 | -10 | 5
> CN1CCN(C(=O)c2cc3sc4ccccc4c3s2)CC1
    0.99 | 0 | 2 | 0 | 0.96 | 4 | -1 | 11 | 5
> COc1ccc(-c2nc(CS(=O)CC(=O)NCCN3CCCCC3C)c(C)o2)cc1OC (centres undefined)
    1 | -3 | 4 | -2 | 1.1 | -8 | -2 | -3 | -3
> CN(CC(=O)NC1CCN(Cc2ccccc2)CC1)S(=O)(=O)c1ccc(Cl)s1
    0.91 | 2 | -3 | 9 | 1 | -2 | -8 | 21 | -13
> CCN1Cc2c(cc(OC)c(OC)c2OC)-c2ccccc2S1(=O)=O
    . | 2 | 5 | . | 1.2 | -18 | -2 | . | 25
> O=C(C1=C[C@H](c2coc3ccccc3c2=O)C[C@H](OCCCCO)O1)N1CCN(Cc2ccc3c(c2)OCO3)CC1
    1 | -12 | 14 | -4 | 1 | -1 | 0 | -3 | 5
> Cc1c(-n2c(=O)n(Cc3ccccc3)c(=O)c3[nH]cnc32)cccc1S(C)=O (centres undefined)
    1 | 1 | 2 | -4 | 0.95 | 5 | 5 | 8 | 16
> COc1ccc(CNC(=O)CSc2nc(SC)ns2)cc1
    0.88 | -5 | 0 | 12 | 1 | -1 | -5 | 28 | 1

# Some of these compounds in order of their number in mIAP block, lowest first.
mol	hIAP act	ATG4B inhibitor	hIAP block	mIAP act	mIAP block	NLRP3 yeast inh
CCN1Cc2c(cc(OC)c(OC)c2OC)-c2ccccc2S1(=O)=O	.	2	.	1.2	-18	.
COc1ccc(-c2nc(CS(=O)CC(=O)NCCN3CCCCC3C)c(C)o2)cc1OC (centres undefined)	1	-3	-2	1.1	-8	-3
CN(CC(=O)NC1CCN(Cc2ccccc2)CC1)S(=O)(=O)c1ccc(Cl)s1	0.91	2	9	1	-2	21
COC(=O)CN1C2(C#N)CCCCC2CC2CCCCC21C#N (centres undefined)	1.2	-5	-16	0.99	1	-10
Cc1c(-n2c(=O)n(Cc3ccccc3)c(=O)c3[nH]cnc32)cccc1S(C)=O (centres undefined)	1	1	-4	0.95	5	8

# Additional results:
# Order of values: hIAP act | ATG4B inhibitor | Apaf1 inhib | hIAP block | mIAP act | mIAP block | TIM10 inh | NLRP3 yeast inh | tim10-1 inh
> CCOC(=O)CC1=NS(=O)(=O)c2ccccc2N1
    0.86 | -3 | 1 | 14 | 0.98 | 2 | 13 | -5 | 4
> CCN(C(=O)CSc1nc2ccccc2n1CC)C1CCS(=O)(=O)C1 (centres undefined)
    1 | 1 | -6 | -1 | 1.1 | -7 | -6 | -3 | 9
> CC(C)CNC(=O)c1cccc(NC(=O)c2ccc(Cl)c([N+](=O)[O-])c2)c1
    0.91 | -7 | 13 | 9 | 0.98 | 2 | -21 | 13 | -10
> Cc1cc(N2CC(C(=O)NCc3cccs3)CC2=O)ccc1C(C)C (centres undefined)
    1.1 | -8 | 15 | -13 | 1 | -3 | 35 | 6 | 27
> C=CCNC(=S)N1CCN(CCN=CC2=C(O)CC(c3cccs3)CC2=O)CC1 (centres undefined)
    0.94 | -3 | 6 | 6 | 0.92 | 8 | 6 | 17 | 3
> COc1ccc(NS(=O)(=O)CC(C)C)c(OC)c1
    1 | 1 | 5 | -5 | 1.2 | -16 | -12 | 9 | 4
> CC(=O)OCC(=O)[C@@]12OC(C)(C)O[C@@H]1CC1C3C[C@H](F)C4=CC(=O)C=CC4(C)[C@@]3(F)C(O)CC12C (some centres undefined)
    1 | -4 | 10 | -2 | 1 | -4 | -2 | 11 | -4
> Cc1nn(-c2ccccc2)c2nc(-c3cccs3)cc(C(=O)NN)c12
    0.94 | -15 | 10 | 6 | 0.94 | 6 | 24 | 15 | 18
> COc1cc(C#Cc2c(-c3ccccc3OC)oc3ccccc23)cc(OC)c1
    0.89 | 8 | -14 | 11 | 1 | -2 | -3 | 1 | 3
> O=C(c1ccco1)N(Cc1ccc2c(c1)OCO2)Cc1cc2cc3c(cc2[nH]c1=O)OCO3
    1.1 | 14 | 4 | -12 | 1 | -4 | -21 | 4 | -9

# Quoted at random: 2 records from the list
# Order of values: hIAP act | ATG4B inhibitor | Apaf1 inhib | hIAP block | mIAP act | mIAP block | TIM10 inh | NLRP3 yeast inh | tim10-1 inh
> C=CCNC(=S)N1CCN(CCN=CC2=C(O)CC(c3cccs3)CC2=O)CC1 (centres undefined)
    0.94 | -3 | 6 | 6 | 0.92 | 8 | 6 | 17 | 3
> COc1cc(C#Cc2c(-c3ccccc3OC)oc3ccccc23)cc(OC)c1
    0.89 | 8 | -14 | 11 | 1 | -2 | -3 | 1 | 3

# Given with bars between the fields: 4 of the compounds above.
SMILES | hIAP act | ATG4B inhibitor | Apaf1 inhib | hIAP block | mIAP act | mIAP block | TIM10 inh | NLRP3 yeast inh | tim10-1 inh
COc1ccc(NS(=O)(=O)CC(C)C)c(OC)c1 | 1 | 1 | 5 | -5 | 1.2 | -16 | -12 | 9 | 4
CC(=O)OCC(=O)[C@@]12OC(C)(C)O[C@@H]1CC1C3C[C@H](F)C4=CC(=O)C=CC4(C)[C@@]3(F)C(O)CC12C (some centres undefined) | 1 | -4 | 10 | -2 | 1 | -4 | -2 | 11 | -4
Cc1nn(-c2ccccc2)c2nc(-c3cccs3)cc(C(=O)NN)c12 | 0.94 | -15 | 10 | 6 | 0.94 | 6 | 24 | 15 | 18
COc1cc(C#Cc2c(-c3ccccc3OC)oc3ccccc23)cc(OC)c1 | 0.89 | 8 | -14 | 11 | 1 | -2 | -3 | 1 | 3

# Next structures:
# Order of values: hIAP act | ATG4B inhibitor | Apaf1 inhib | hIAP block | mIAP act | mIAP block | TIM10 inh | NLRP3 yeast inh | tim10-1 inh
> CCOC(=O)N1CCN(C(=O)C2CCCN(S(=O)(=O)c3cccnc3)C2)CC1 (centres undefined)
    0.85 | -5 | -2 | 15 | 0.87 | 13 | 2 | 21 | -14
> O=C(/C=C/Nc1nccs1)C(F)(F)Cl
    0.83 | 6 | -2 | 17 | 0.82 | 18 | 10 | 16 | 13
> c1coc(C2Nc3cccc4cccc(c34)N2)c1
    1 | . | 31 | -3 | 0.48 | 52* | 38 | 12 | 41*
> O=C(c1ccc(S(=O)(=O)N2CCCCCC2)cc1)N1CCN(c2ccccc2F)CC1
    0.99 | 2 | 10 | 1 | 0.92 | 8 | 7 | 20 | 20
> O=c1nc(N2CCOCC2)nc2n1CCO2
    1.2 | -2 | -11 | -18 | 0.91 | 9 | -1 | 20 | -13
> O=C(Nc1nc2cc3c(cc2s1)OCO3)c1ccc(N2C(=O)CCC2=O)cc1
    1.1 | 5 | -9 | -12 | 1.1 | -7 | -32 | 1 | -19
> COc1cc(/C=N/OCC(=O)NC2CCS(=O)(=O)C2)ccc1OC(F)F (centres undefined)
    1 | -9 | -13 | 0 | 1 | -2 | -1 | 2 | 3
> Cc1ccccc1C(=O)OCc1nnc(-c2ccc(Cl)cc2)o1
    0.81 | 5 | 16 | 19 | 0.99 | 1 | -33 | 29 | -13
> CN(C)S(=O)(=O)c1ccc(C(=O)OCc2ccc([N+](=O)[O-])cc2)cc1
    0.98 | -10 | 19 | 2 | 1.1 | -8 | 2 | -7 | 1
> O=C(O)c1cc(S(=O)(=O)N2CCCCC2)ccc1N1CCCC1
    1 | -1 | 2 | -2 | 1.1 | -8 | 11 | 18 | -14

# Later entries:
# Order of values: hIAP act | ATG4B inhibitor | Apaf1 inhib | hIAP block | mIAP act | mIAP block | TIM10 inh | NLRP3 yeast inh | tim10-1 inh
> CCCNC(=O)CCc1c(C)nc2c(c(C)nn2-c2ccccc2)c1C
    1.1 | -8 | 8 | -12 | 0.96 | 4 | -1 | 13 | 16
> CCn1c(C)c(C)c2cc(C(=O)NCCN3CCCCCC3)ccc21
    0.95 | -1 | 33 | 5 | 1.1 | -9 | 8 | 9 | -9
> Cc1ccc(N(C(C)C(=O)N2CCCCC2)S(C)(=O)=O)cc1C (centres undefined)
    0.9 | -2 | -3 | 10 | 0.97 | 3 | 2 | 9 | 16
> Cc1sc2ncnc(SCC(=O)N(C)C3CCS(=O)(=O)C3)c2c1C (centres undefined)
    1.1 | -7 | -1 | -13 | 1.1 | -10 | -20 | 3 | 11
> Cc1ccc(CNC(=O)CSc2nc(N3CCCCC3)nc(N3CCCCC3)n2)cc1
    1.4 | 10 | 22 | -39 | 1.5 | -49 | 13 | 31 | 26
> C=CCn1c(O)c(N=NC(=O)CNC(=O)Cc2ccccc2)c2ccccc21
    1.2 | 11 | 4 | -16 | 0.94 | 6 | -2 | 12 | 8
> COC(=O)C1CCCCN1C(=O)c1ccc(OC2CCN(C(C)=O)CC2)c(OC)c1 (centres undefined)
    1 | 2 | 7 | 0 | 1 | -4 | -9 | 12 | 1
> CCOc1ccc(Br)cc1/C(C)=N\NC1=NCCN1
    1 | 1 | 0 | -3 | 0.91 | 9 | -7 | 17 | -9

# High-throughput results: PubChem BioAssay, Sanford-Burnham Center for Chemical Genomics
